High-throughput results (PubChem BioAssay)
proCasp7 act – procaspase-7 activators, primary screen, counter-screen for procaspase-3 activator project, biochemical, absorbance, HTS, human | Caspase-7 (Homo sapiens), P55210 | recombinant procaspase-7, Ac-DEVD-pNA absorbance 405 nm; D23A/D198A/D206A triple mutant, cannot self-cleave; scale: DMSO 0, 5 µM enzyme 100 | activation, % at 8.5 µM | 330,000 tested, 0.093% active;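 active = percent activation above the screen-wide mean plus 3 SD, cut at about 25% in these data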
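Assay system: Uncleavable procaspase-7 mutant enzyme; Input: 2 µM procaspase-7 mutant as dispensed; Also added: DEVD-pNA substrate; Medium: Zinc-free HEPES pH 7.4 with 300 mM NaCl, 0.01% Triton X-100; Timing: 1 h compound preincubation, 2 h substrate cleavage, 25 °C; Measured by: Epi-absorbance of released pNA at 405 nm, two timepoints.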
JMJD2C inh – inhibitors of GASC-1 histone demethylase, primary screen, biochemical, fluorescence, DELFIA europium; Lysine-specific demethylase 4C (Homo sapiens), Q9H3R0; GST-JMJD2C(1-420) H3K9me3 demethylation; 330,000 tested, 0.069% active; inhibition, % at 2.35 µM;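 active = more than half of a compound's replicate wells show inhibition beyond 50%, single wells judged on their own value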;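 note: signal counts dimethyl H3K9 product captured on neutravidin plate; 0% = median of DMSO wells and 100% = 0.3 times that DMSO median; strong numbers were not always called active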
Target sequence (Q9H3R0 1-420 limits assumed): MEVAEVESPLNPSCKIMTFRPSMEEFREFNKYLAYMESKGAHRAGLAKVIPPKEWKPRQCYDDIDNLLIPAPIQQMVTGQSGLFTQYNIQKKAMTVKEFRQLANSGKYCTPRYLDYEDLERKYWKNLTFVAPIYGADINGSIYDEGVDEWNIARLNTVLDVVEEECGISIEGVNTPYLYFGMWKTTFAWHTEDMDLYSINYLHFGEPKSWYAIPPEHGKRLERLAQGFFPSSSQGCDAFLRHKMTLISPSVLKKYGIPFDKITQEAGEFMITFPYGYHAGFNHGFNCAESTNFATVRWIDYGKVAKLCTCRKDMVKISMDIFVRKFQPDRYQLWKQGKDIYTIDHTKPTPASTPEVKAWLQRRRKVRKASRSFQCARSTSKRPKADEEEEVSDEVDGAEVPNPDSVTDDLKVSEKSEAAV
CTSL1 counter – Fasciola hepatica cathepsin L1 inhibitors, primary screen, counter-screen for PFM18AAP inhibitor project, biochemical, QFRET, fluorogenic peptide substrate. recombinant F. hepatica cathepsin L1, Z-Leu-Arg-MCA fluorescence. AID 1906, 2009. inhibition, % at 5.96 µM. 300,000 tested, 0.49% active;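 active = inhibition above the mean of all tested compounds plus 3 SD, set per screening campaign, cut at about 17% in these data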;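 note: 0% = plate median of test compound wells and 100% = 1 µM Z-Phe-Ala-diazomethylketone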
HCV core dimer – inhibitors of HCV core protein dimerization, primary screen, biochemical, TR-FRET, high-throughput | 300,000 tested, 0.33% active | inhibition, % at 5 µM | TR-FRET GST/Flag-core106 dimerization, 1536-well;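 active = inhibition above the mean of all tested compounds plus 3 SD, set per screening campaign, cut at about 45% in these data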
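Assay system: Tagged HCV core106 pair (GST and Flag) | Buffer or medium: KF-containing HEPES buffer, pH 7.45, DTT, CHAPS, BSA | Also added: Eu donor and XL665 acceptor anti-tag antibodies | Dosing: One concentration, 5 µM, in 0.5% DMSO | Timing: 4 h at 22.5 °C | Technique: TR-FRET 671 and 617 nm emission | Repeats: Singlicate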
PP5 primary – PP5 phosphatase inhibitors, primary screen, biochemical, fluorescence. AID 1987, 2009. inhibition, % at 6.7 µM. purified PP5c, OMFP substrate fluorescence. 320,000 tested, 0.18% active;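 active = inhibition above the campaign's mean inhibition across all tested compounds plus 3 SD, cut at about 9.5% in these data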;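 note: 0% = DMSO only and 100% = 100 µM cantharidin control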
Target sequence (P53041 whole entry, looked up): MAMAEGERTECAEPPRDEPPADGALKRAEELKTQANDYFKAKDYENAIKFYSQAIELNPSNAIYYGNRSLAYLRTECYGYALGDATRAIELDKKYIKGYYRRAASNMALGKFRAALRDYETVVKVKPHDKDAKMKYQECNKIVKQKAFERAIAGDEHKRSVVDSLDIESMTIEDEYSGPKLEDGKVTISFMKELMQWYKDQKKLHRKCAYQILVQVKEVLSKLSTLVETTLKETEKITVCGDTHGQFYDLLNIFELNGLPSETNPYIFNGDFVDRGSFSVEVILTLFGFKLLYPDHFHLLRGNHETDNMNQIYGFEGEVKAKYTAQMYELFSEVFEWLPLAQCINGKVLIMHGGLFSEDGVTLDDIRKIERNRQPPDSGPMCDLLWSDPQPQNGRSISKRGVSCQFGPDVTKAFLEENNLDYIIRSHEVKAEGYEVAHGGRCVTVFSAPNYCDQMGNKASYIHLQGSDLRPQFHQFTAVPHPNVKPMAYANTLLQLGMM
PP1 inh – PP1-alpha phosphatase inhibitors, primary screen, counter-screen for PP5 inhibitor project, biochemical, fluorescence, OMFP substrate, single point; purified PP1alpha; inhibition, % at 6.7 µM; 320,000 tested, 0.9% active; AID 2235, 2010;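 active = inhibition above the mean inhibition of all tested compounds plus 3 SD, computed separately for each screening campaign, cut at about 15% in these data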
proCasp3 act – activators of human procaspase-3 D3A mutant, primary screen, biochemical, absorbance, PC-3 D3A mutant, single concentration; Caspase-3 (Homo sapiens), P42574; recombinant procaspase-3 D3A, Ac-DEVD-pNA absorbance 405 nm; activation, % at 8.5 µM; 330,000 tested, 0.11% active;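 active = activation above the mean of all tested compounds plus 3 SD, cut at about 21% in these data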;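 note: 0% = DMSO alone and 100% = DMSO wells spiked with extra 5 µM PC-3 D3A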
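material = Procaspase-3 D3A mutant | probe or stimulus = Ac-DEVD-pNA | compound = single dose, 8.5 µM nominal compound, 0.8% DMSO | timing = 1 h preincubation, 2 h reaction | measured by = 405 nm absorbance of p-nitroaniline, reads at 0 and 120 min | benchmarks = DMSO-only low control, 5 µM PC-3 D3A high control | repeats = singlicate, each compound tested once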
VLA-4 inh – inhibition in human VLA-4 binding assay, primary screen, VLA-4 allosteric modulator project, MLPCN library, flow cytometry, VLA-4 expressing cells; Integrin alpha-4 (Homo sapiens), P13612; ligand binding flow cytometry; inhibition, % (about 7 µM as worked out from the volumes in the protocol); 330,000 tested, 0.2% active; AID 2557, 2010; in the data active = inhibition above about 50%
GRK2 aptamer HTS – compounds blocking aptamer binding on GRK2 – biochemical, human GRK2, bead flow cytometry, HTS, primary screen. FAM-aptamer displacement from GRK2. inhibition of aptamer binding, % at 10 µM. 330,000 tested, 0.59% active;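 active = inhibition of aptamer binding above 40%, roughly 3 SD of noise, on plates passing a quality check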;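 note: median bead fluorescence of bound FAM aptamer so fluorescent compounds give negative values; no value below 0 was filed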
* hit, by the source's call; / = not tested or not shown; & = joins results of further samples. Compounds as they come, and some 2.6% of all compounds hit somewhere here.

compound	proCasp7 act	JMJD2C inh	CTSL1 counter	HCV core dimer	PP5 primary	PP1 inh	proCasp3 act	VLA-4 inh	GRK2 aptamer HTS
O=C(C[n+]1ccc(C(=O)N/N=C/c2ccc(OCc3ccccc3)cc2)cc1)c1ccccc1	-9	5	8	-7	1.6	6	1	5	0
Cc1ccc2c(Cl)cc(Cl)c(OCC(=O)N3CCOCC3)c2n1	23	0	/	/	1.9	-3	9	-14	3
NC(=O)c1cc(S(=O)(=O)Nc2cccc(Cl)c2)cs1	-2	-18	3	3	-1.8	-5	1	-55	0
CCOc1ccc(NC(=O)COC(=O)Cc2ccc(S(=O)(=O)N3CCOCC3)s2)cc1	-2	-2	-14	43	2.2	-3	0	0	0
CCCCS/C(=C(/C#N)C(N)=O)c1cc2c([nH]1)CCCC2	-14	-4	1	-2	4.3	-1	-6	-7	0
CCC(C)(C)n1nnnc1C(c1cccs1)N1CCc2ccccc21 (configuration not stated)	0	-5	0	10	1.4	1	7	-4	0
O=C(Cc1ccc(F)cc1)N1CCC(N2CCC(C(=O)N3CCOCC3)CC2)CC1	9	28	2	3	-0.7	2	3	6	1
Cc1ccc(Sc2cnc(N)nc2C)cc1	7	-12	1	6	1.7	-4	-2	5	0
Cc1ccc(S(=O)(=O)NC(CC(C)C)C(=O)NCC(C)(C)N2CCOCC2)cc1 (configuration not stated)	13	3	2	-2	-0.1	-5	-8	7	2
Cc1occc1-c1nnc(SCC(=O)N(C)C)o1	7	-5	-1	-2	-0.2	0	3	4	0
CCC(C)NS(=O)(=O)c1ccc(-c2csnn2)s1 (configuration not stated)	9	1	0	-7	3.1	-4	1	-3	0
O=C(c1ccc2c(=O)n(CC3CCCO3)c(=S)[nH]c2c1)N1CCN(c2ccccc2)CC1 (configuration not stated)	11	-11	0	5	0.4	-3	1	-1	4
Cc1ccc(C(=O)NNc2c3ccccc3nc3ccccc23)cc1	-6	-1	0	-16	-0.4	0	-10	8	0
COc1ccc(-c2c(-c3ccc(OC)nc3)c3ccccc3n2C)cc1	-44	/	/	/	/	/	-26	-7	4
O=C(Nc1ccccc1)c1ccc(NCCN2C(=O)CCC2=O)c([N+](=O)[O-])c1	0	7	5	1	-2.2	-1	4	5	0
O=C(CNC(=S)N(Cc1ccccc1)Cc1ccccc1F)NCCc1ccccc1	0	14	-3	6	3.3	3	-8	9	3
COc1ccc(C2=NOC(Cn3nc(C(=O)NCc4cccc(Br)c4)cc3-c3ccccc3)C2)cc1 (configuration not stated)	1	/	/	/	/	/	9	-12	0
COCCSc1nnc(NC(=O)C2CCN(C(=O)c3ccco3)CC2)s1	-10	-7	-2	-10	1.0	-1	9	10	1
CCOC(=O)C(NC(=O)CC)(Nc1ccc(S(=O)(=O)Nc2onc(C)c2C)cc1)C(F)(F)F (configuration not stated)	8	3&29	-3	-2	0.3	-1	-5	12	4
CC(=C\C(=O)O)/C(=C/c1ccccc1)C(=O)O	-3	44	-2	-2	1.0	-1	-3	2	2
COc1ccccc1CNCC(=O)Nc1cc(S(=O)(=O)N2CCCCC2)ccc1C	9	/	/	/	/	/	4	11	1
CC(C)CC(NC(=O)C(CC(C)C)NC(=O)OC(C)(C)C)C(=O)O (configuration not stated)	4	-7	0	-4	2.7	-1	7	30	0
Cc1cccc2c1Sc1ccccc1CC2=O	-11	-3	-1	-21	0.2	2	4	1	2
O=C(/C=C/c1ccc(Cl)cc1Cl)NCc1ccco1	-8	2	2	-10	5.4	5	-5	-1	1
O=C(Nc1cccc(NC(=O)c2cccs2)c1)c1ccc2c(c1)OCCO2	-8	5	2	-3	3.2	0	15	12	0
Cc1ccc(C(=O)CSc2nnc(COc3ccc(C#N)cc3)n2-c2ccccc2)cc1	11	-12	0	17	1.2	-4	7	11	1
O=C(CSc1nc2c(c(=O)n1-c1ccc(Br)cc1)SCC2)NCc1ccco1	2	-1	1	18	3.5	2	-11	-6	0
COc1ccccc1OCCOCCOc1ccc(C)cc1Br	6	6	0	-1	3.0	1	3	-11	5
Cc1ccccc1COC[C@H](CC(C)C)N1CCN(C(=O)c2cccc(C(F)(F)F)c2)CCC1=O	-9	-3	5	2	2.1	3	0	/	/
Cc1cccc(Cc2nnc(CCC(=O)N3CCCC(CN4CCOCC4)C3)o2)c1 (configuration not stated)	-9	-19	1	-2	2.1	-4	-9	5	0

Full records, looked up by structure.
Cc1ccc(S(=O)(=O)NC(CC(C)C)C(=O)NCC(C)(C)N2CCOCC2)cc1 (configuration not stated) as listed: proCasp7 act = 13; JMJD2C inh = 3; CTSL1 counter = 2; HCV core dimer = -2; PP5 primary = -0.1; PP1 inh = -5; proCasp3 act = -8; VLA-4 inh = 7; GRK2 aptamer HTS = 2
Cc1ccc(Sc2cnc(N)nc2C)cc1 as listed: proCasp7 act = 7; JMJD2C inh = -12; CTSL1 counter = 1; HCV core dimer = 6; PP5 primary = 1.7; PP1 inh = -4; proCasp3 act = -2; VLA-4 inh = 5; GRK2 aptamer HTS = 0

Next entries follow:
compound	proCasp7 act	JMJD2C inh	CTSL1 counter	HCV core dimer	PP5 primary	PP1 inh	proCasp3 act	VLA-4 inh	GRK2 aptamer HTS
O=C(Nc1ccccc1C(=O)Nc1ccccc1)c1cccs1	0	7	3	3	5.1	2	2	10	5
Clc1ccc(-c2[nH]ncc2N=Nc2ccccc2)cc1	13	8	1	-12	3.6	-2	10	17	2
COc1ccc(C2/C=C\CN(C(=O)C3CC3)CC(=O)N2Cc2ccc(F)cc2)cc1 (configuration not stated)	4	9	-5	3	-0.2	-3	6	-5	1
Cn1c(=O)c2c(nc(CN3CCOCC3)n2CCCO)n(C)c1=O	12	14	2	-3	4.7	0	-1	12	1
CCSC(=Nc1ccccc1)N1CCOCC1	7	-10	-1	-3	0.2	0	9	22	0
CC(C)(C)CN1CCNC(=O)C1CC(=O)N1CCN(c2ccccc2)CC1 (configuration not stated)	6	0	3	-1	-1.2	2	-4	3	2
O=C(CNC(=O)Cc1ccccc1)NCc1cccc(C(F)(F)F)c1	-3	1	-1	0	-0.7	-4	1	-9	3
COc1cc(NC(=O)CN2C(=O)NC(c3ccccc3)(c3ccccc3)C2=O)c(C)cc1[N+](=O)[O-]	-7	-6	2	16	1.9	3	0	14	5
Cc1ccc(NC(=O)CCC(=O)Nc2ccc(C)cc2)cc1	1	3	8	1	1.3	1	-3	11	0
Fc1cccc(F)c1/C=N/NC(=S)Nc1cccnc1	3	2	3	3	-0.2	1	2	10	0
Cc1nc(SCc2nc3c(O)cccc3[nH]2)c2oc3ccccc3c2n1	0	/	/	/	/	/	6	16	0
Cc1cccn2c(=O)c3cc(C(=O)NC4CCCC4)c(=N)n(C4CCCCC4)c3nc12	-15	-16	4	-16	-7.2	-8	-14	-1	0
Cn1nc(C(F)(F)F)c(CO)c1Sc1ccc(F)cc1	-3	-23	0	2	0.2	-2	0	12	1
CC1CC1C(=O)Nc1cc(C(F)(F)F)ccc1N1CCOCC1 (configuration not stated)	0	-2	-4	6	1.3	-3	-7	-13	0
C=CCNc1ncnc2c1cnn2-c1cccc(C)c1	14	-1	-2	13	0.8	0	3	66*	0
COC(=O)c1ccccc1NC(=O)c1ccco1	9	/	3	0	2.1	-2	10	10	0
Cc1c(C(=O)N2CCN(c3ccccc3F)CC2)oc2c1C(=O)CC(C)(C)C2	1	6	3	5	-1.3	-3	3	1	0
COc1cc(OC)cc(C(=O)NC2CCSc3ccccc32)c1 (configuration not stated)	5	-7	0	-1	0.9	1	2	-1	4
CC(=O)ON1C(C)(C)CC(OC(=O)c2ccccc2)CC1(C)C	8	17	0	-2	0.8	-2	9	2	0
COc1cccc(OCc2cc(C(=O)N3CCNC(=O)C3Cc3ccccc3)no2)c1 (configuration not stated)	14	-9	0	3	0.0	-4	5	-5	1
N#Cc1ccc(COC(=O)c2ccc(N3CCCC3)c([N+](=O)[O-])c2)cc1	-5	-7	1	9	1.0	7	0	-5	0
CC(c1ccco1)N(C(=O)c1ccc(F)cc1)c1ccccn1 (configuration not stated)	8	0	-5	-1	-0.1	-2	-1	0	2
CCN(C(=O)CSc1nc2ccccc2c(=O)n1Cc1ccc(C)cc1)C1CCS(=O)(=O)C1 (configuration not stated)	3	-8	2	5	1.2	-5	-2	18	5
COc1ccc(C2CC(c3cccs3)=NN2C(=O)CSc2nnc(N)s2)cc1OC (configuration not stated)	-1	/	-1	2	-1.9	-5	0	16	1
CCCCNC(=O)CSc1nc2ccccc2c(=O)n1CC1COc2ccccc2O1 (configuration not stated)	4	-5	8	-1	3.7	7	0	-19	3

Some values from the list:
Cc1cccn2c(=O)c3cc(C(=O)NC4CCCC4)c(=N)n(C4CCCCC4)c3nc12 – GRK2 aptamer HTS = 0
Fc1cccc(F)c1/C=N/NC(=S)Nc1cccnc1 – PP1 inh = 1
